Bioassay records (PubChem)
All columns: NCI-60 one-dose screen, growth in % after 48 h at 10 µM unless noted; 100 = growth as untreated, 0 = no growth, -100 = all killed.
HS 578T = HS 578T breast cancer; 78,000 compounds, 4.1% hits; AID 1794788
MDA-MB-231 = MDA-MB-231 breast cancer. AID 1794789. 81,000 compounds, 5% hits
BT-549 = BT-549 breast cancer. AID 1794793. 78,000 compounds, 4.4% hits
T-47D = T-47D breast cancer | 79,000 compounds, 5% hits | AID 1794792
K-562 = K-562 leukemia; 78,000 compounds, 7.4% hits; AID 1794777
MDA-MB-468 = MDA-MB-468 breast cancer; 78,000 compounds, 8.5% hits
MCF7 = MCF7 breast cancer. 82,000 compounds, 6.3% hits. AID 1794796
SR = SR leukemia cells; 73,000 compounds, 8.7% hits; AID 1794780
* marks the source's active call; other numbers are inactive results; · = not tested or not shown; & = joins results of further samples; ! = repeats disagree; [ ] = dose if it differs, or a comment. Rule for the calls: active = growth percent below 10; inactive = the rest.

mol,MDA-MB-468,BT-549,SR,MDA-MB-231,K-562,HS 578T,T-47D,MCF7
COc1cc(-c2nnc(SC/C(=N/O)c3ccccc3)n2-c2ccccc2)cc(OC)c1OC,119,85,75,94,85,103,89,101
Cc1ccc(NC(=O)C(C)S)cc1 (configuration not stated),84,107,108,111,108,105,87,105
Cc1cc(OCCCCOc2ccc(C#N)cc2)ccc1[N+](=O)[O-],78,135,57,93,71,130,78,92
O=[N+]([O-])c1ccc(-c2cccnc2)cc1,106,101,82,94,100,·,102,100
COc1ccc(C2CC(=O)Nc3c(-c4ccc(OC)c(OC)c4)csc32)cc1O (configuration not stated),·,83,105,·,85,96,58,93
Brc1ccc(-c2nnc3ccc(N/N=C/c4ccccc4)nn23)cc1,118,89,·,73,91,73,83,78
Cc1nc(SCC(=O)Nc2nc(-c3ccc(Cl)cc3)cs2)n(Nc2ccccc2)c1C,21,54,13,49,28,71,20,31
Nc1cccc(-c2ccc(COc3ccc(CC4SC(=O)NC4=O)cc3)cc2)c1 (configuration not stated),29,59,27,73,22,60,50,38
O=c1oc2ccc3ccccc3c2cc1-c1cc(-c2ccc(O)cc2)cc(-c2cc3c(ccc4ccccc43)oc2=O)n1,88,104,94,103,91,92,104,76
O=C(Nc1ccc(C2=NCCN2)cc1)c1cccc(C(=O)Nc2ccc(C3=NCCN3)cc2)c1,·,113,115,116,93,139,97,83
CC(/C=N\NC(=O)C[N+](C)(C)C)=N/NC(=O)C[N+](C)(C)C,97,108,97,104,103,·,111,96
O=C(c1ccccc1)c1ccc2nc(-c3ccco3)c(-c3ccco3)nc2c1,·,105,93,99,·,105,91,81
CCCCn1c2cc(OCc3cn(-c4ccc(Cl)cc4)nn3)ccc2c2ccnc(C)c21,22,62,-4.9*,17,14,54,22,26
O=C(NCCSSCCNC(=O)c1ccccc1)c1ccccc1,92,·,76,·,105,102,93,99
COc1cccc(C(=O)N(c2ccc(F)c(F)c2)C(C(=O)NC(C)(C)C)c2cc3c(C)cc(C)cc3nc2Cl)c1 (configuration not stated),35,91,68,47,56,80,47,46
O=C1c2ccccc2C(=O)c2c1oc1c2c(=O)[nH]c2ccccc21,-8.4*,74,44,10,55,88,23,49
CC(C)(CCN=C(N)Nc1ccccn1)c1ccc(C(F)(F)F)cc1,4.0*,32,-41*,-14*,-31*,62,-30*,-11*
CCCCCCC(C)N1C(=O)c2ccccc2C1=O (configuration not stated),97,107,89,92,107,103,108,97
C[C@]12CCC3c4ccc(OS(=O)(=O)O)cc4CCC3C1CCC2=O (some centres not stated),99,112,·,101,108,108,118,·
CCOC(=O)C(=CNc1ccccc1Cl)C(=O)OCC,·,106,·,104,54,129,95,94
CC(OC(C)c1ccccc1)c1ccccc1 (configuration not stated),105,112,91,124,89,104,90,91
CC(C)(C)c1cc(C[P+](c2ccc(Cl)cc2)(c2ccc(Cl)cc2)c2ccc(Cl)cc2)cc(C(C)(C)C)c1O,6.7*,102,39,102,32,105,56,65
C#C[C@@]1(O)[C@@H](CO)O[C@@H](n2cc(I)c3c(N)ncnc32)[C@@H]1O,-38*,-13*,-1.1*,2.5*,6.9*,-16*,-21*,1.7*
CSc1ccc(NC(=O)c2ccc3nnn(/C(C#N)=C/c4ccccn4)c3c2)cc1,-71*,-70*,-6.8*,·,-5.6*,·,-73*,-71*
O=C(/C=C\c1ccnc2ccccc12)c1ccc([N+](=O)[O-])cc1,58,78&80,6.5*,93&84,8.1*!,89&107,59&70,25&76
N=Nc1c(O)[nH]c2ccccc12,108,98,107,103,109,119,107,89
COc1ccc(/C(C)=C(\c2ccc(O)cc2)c2ccc(OCCN3CCCC3)cc2)cc1,80,106,·,100,·,86,62,37
CCc1ccc(Cc2cnc(NC(=O)C3=NCCCN3)s2)cc1,85,105,122,107,90,105,90,98
C=C(C)C(=O)OCCCCCCC,97,102,100,109,101,106,82,106
CCOC(=O)Nc1ccc2c(c1)C(=O)N(CC)c1ccccc1O2,-3.6*,26,8.4*,20,8.8*,46,73,14
COc1ccc(CNc2nnc(C)c(C)n2)cc1,99,109,·,113,99,105,88,105
O=c1cc(C2NNC(=S)N2)c2ccc3ccccc3c2o1 (configuration not stated),128,94,98,96,91,71,73,87
CCn1c(SCC(=O)Nc2ccc(-c3nc4ccccc4[nH]3)cc2)nc2ccccc2c1=O,-81*,-84*,-15*,-71*,-11*,-38*,-58*,-72*
CN1CCN(Cc2ccc(NC(=O)c3cncc(C#Cc4cnc5ccc(OCC(F)F)nn45)c3)cc2C(F)(F)F)CC1,-65*,-17*,-24*,-67*,0.0*,-34*,8.6*,-67*
CC1(C)[C@@H](OC(=O)c2cccnc2)CC[C@]2(C)[C@H]3C(=O)C=C4[C@@H]5C[C@](C)(C(=O)N6CCNCC6)CC[C@]5(C)CC[C@@]4(C)[C@]3(C)CC[C@@H]12,93,85,112,96,75,91,85,84
COC(=O)/C=C/c1ccc(OC)cc1,97,96,95,104,94,104,103,95
N#Cc1c(Oc2ccccc2)nc2n(c1=O)-c1ccccc1Sc1ccccc1-2,111,96,80,72,80,98,78,91
Cc1c(Cl)cccc1NC(=O)CN1CCCCC1,95,96,95,116,101,111,89,96
CCc1c(C)c2ccc(OCC(=O)N=Nc3c(O)[nH]c4ccccc34)c(C)c2oc1=O,19,11,8.2*,0.8*,4.7*,-5.8*,-53*,-4.7*
COc1ccc(-c2nc(SCC(C)C)nc(N/N=C\c3ccc(F)cc3)c2C#N)cc1,102,90,47,93,94,62,81,81
CCOC(=O)C1=C(C)N=C2Sc3cc(Cl)ccc3N2C1c1cn[nH]c1-c1ccc(F)cc1 (configuration not stated),49,69,80,82,84,87,21,19
CN(C)CCOc1ccc(CN)cc1,100,·,98,108,97,93,94,91
CSc1ccc(/C=N/Nc2n[nH]c(=S)n2N)cc1,93,99,97,97,103,100,90,98
O=C1/C(=C/c2cc(Cl)cc(Cl)c2)Cc2c(F)ccc(Br)c21,99,98,92,98,93,90,78,73
COc1c(C)cccc1C(C)=O,107,100,90,110,82,108,89,95
COc1ccc(-c2c3c(N)c4c(nc3nc3c2c(C)nn3-c2ccccc2)CCCCC4)cc1,76,81,54,105,25,101,61,63
O=C(/C=C/c1ccccc1F)c1ccccc1,104,112,·,101,116,106,108,96
CCC(=O)N1N=C(c2ccc(-n3ccc(C(F)(F)F)n3)c(F)c2)CC1c1ccc[nH]1 (configuration not stated),123,108,101,101,100,101,96,96
CCCCCC1(/C=N/NC(N)=S)NC(=O)NC1=O (configuration not stated),98,102,96,99,101,103,84,98
O=C(Nc1ccc(-c2nc3ccc(NC(=O)c4ccc(Cl)cc4)cc3[nH]2)cc1)c1ccc(Cl)cc1,-11*,-5.6*,-25*,-0.7*,-1.4*,58,-1.9*,14
CNc1nc2c(s1)C(c1ccc(F)cc1Cl)CC(=O)N2 (configuration not stated),66,93,·,94,78,90,82,91
O=C1[C@@H](Oc2ccc(Cl)cc2)[C@]2(C3CCCCC3)c3ccsc3CCN12,92,99,68,93,78,100,69,83
COC(=O)Nc1ccc(NC(=O)OC)cc1,97,85,105,120,103,102,·,92
CC(CC#N)OC(=O)c1cccc([N+](=O)[O-])c1 (configuration not stated),96,102,·,103,109,102,93,101
N#CC1=C(SCC(=O)NC2CCCCC2)NC(=O)CC1c1ccccc1F (configuration not stated),·,99,42,110,103,112,103,93
FC(F)(F)c1ccc(CNc2ccc(Cc3c[nH]c4ncc(Cl)cc34)cn2)cn1,-0.2*,26,11,24,12,·,-1.9*,14
CC(C)C(C)/C=C\C(C)C1CCC2C3=CC=C4CC(O)CCC4(C)C3CCC21C (configuration not stated),·,96,83,96,81,98,81,91
FC(F)(F)c1ccc2nc[nH]c2c1,107,99,89,92,106,84,91,93
O=[n+]1c2ccccc2n([O-])c2cc(Cl)ccc21,-15*,75,1.3*,88,45,89,47,28
CCn1c(SC/C(=N/O)c2ccc(C)cc2)nnc1-c1ccncc1,103,106,97,109,99,101,98,101

(listing goes on)
mol,MDA-MB-468,BT-549,SR,MDA-MB-231,K-562,HS 578T,T-47D,MCF7
COc1ccc(Cc2ccc(N(C)C)c(Cl)c2)cc1,75,77,·,98,·,83,99,101
O=C(N/N=C/c1ccc2c(c1)OCO2)c1cnn2c1NC(c1ccccc1)C2 (configuration not stated),22,61,32,53,30,33,·,33
CCCCN(CCCC)C(=O)OCC,112,105,104,109,101,108,97,95
COc1ccc(-c2cc(-c3cc(OC)c(OC)c(OC)c3)c(C#N)c(=O)n2CCCCC(=O)O)cc1,109,102,73,82,88,88,73,93
O=C(Cn1c[n+](CC(=O)c2ccc(F)cc2)c2ccccc21)Nc1cccc2cccnc12,60,75,110,97,88,85,90,93
CC(C)C(C(=O)O)n1c(O)c(C=C2N=c3ccccc3=N2)sc1=S (configuration not stated),102,101,122,97,105,92,88,89
CCOC(=O)CC1CSC(Nc2cccc(C(F)(F)F)c2)=N1 (configuration not stated),102,121,108,103,101,114,104,96
CC(CCc1ccccn1)C(=O)c1ccccc1 (configuration not stated),104,105,94,109,97,108,105,107
COc1ccc(OC)c(NC(=O)N2CCCC(C)C2)c1 (configuration not stated),99,92,121,108,137,105,91,90
CCOc1ccc(OCC)c(Cl)c1,113,97,92,117,97,96,101,100
O=C(Nc1cccnc1)[C@H](O)[C@@H](O)C(=O)N1CCOCC1,110,78,94,97,91,95,103,96
COC(=O)[C@H](Cc1cn(C)cn1)NC(=O)[C@H](C)NC(=O)Nc1cc(C(F)(F)F)cc(C(F)(F)F)c1,-83*[100 µM],-92*[100 µM],-31*[100 µM],-76*[100 µM],-27*[100 µM],-1.1*[100 µM],-59*[100 µM],-60*[100 µM]
c1ccc(CCCCc2ccncc2)cc1,98,103,91,98,88,102,86,102
O=S(=O)(Nc1cccc(S(=O)(=O)N2CCCCC2)c1)c1ccc(Cl)cc1,·,123,44,106,73,104,77,104
CCCCSc1nc(NCCc2c[nH]c3ccccc23)c(C#N)c(-c2ccc(F)cc2)n1,70,101,5.2*,52,22,58,49,45
O=C(C[n+]1ccccc1Cl)c1ccc2c(c1)CCCC2,45,·,60,100,83,111,80,96
COc1cc2cc3c(nc2cc1OC)CCN3Cc1ccc(NC(=O)Nc2ccc(F)cc2)cc1,99,115,86,64,94,99,80,82
Nc1nonc1-n1nnc(C(=O)N2CCOCC2)c1-c1ccccc1,94,92,105,108,107,102,104,101
N#C/C(=C\c1ccccc1Cl)c1ccccc1,103,·,92,90,103,87,·,98
Cc1cc(C(C)(C)C)cc(C=O)c1O,97,109,79,90,76,93,84,90
CN(C)CCCn1c2nc(=O)[nH]c(=O)c-2nc2cc(Cl)c(Cl)cc21,·,113,84,99,48,106,35,4.9*
O=C(/C=C/c1cccc(F)c1)c1ccc(N2CCNCC2)cc1,95,73,56,74,17,79,88,52
O=C1/C(=C2\SC(=S)N(Cc3ccco3)C2=O)SC(=S)N1Cc1ccco1,72,101,55,93,56,99,78,50
O=C(NCCNc1nccc(-c2c(-c3cccc(O)c3)nc3sccn23)n1)c1ccc(N2CCOCC2)c(C(F)(F)F)c1,50,54,76,65,63,·,60,59
C=CC(CN1CCCCC1)OC(=O)C(c1ccccc1)c1ccccc1 (configuration not stated),103,101,115,98,104,100,104,96
Cc1c(/C=C2\Oc3ccc4ccccc4c3C2=O)c(=O)n(-c2ccccc2)n1C,83,93,104,103,65,141,79,93
COc1ccc([C@H]2[C@H](C(=O)Nc3cccc(C)n3)c3ccccc3C(=O)N2c2ccc(OC)cc2)cc1,68,76,45,81,86,72,80,85
O=C1CC(N2C(=O)/C(=C/c3cccnc3)SC2=S)C(=O)N1c1ccc(Cl)cc1 (configuration not stated),110,95,97,93,98,89,89,96
N#Cc1ccc(S(=O)(=O)O)c2ccccc12,·,116,92,101,·,103,96,98
Nc1ncc(-c2ccc3ncnc(Nc4cccc(Cl)c4F)c3c2)cn1,-5.5*,61,66,55,80,35,24,38
CN1CCN(Cc2ccc(NC(=O)c3ccc(C(C)(C)C)c(C#Cc4cnc5cccnn45)c3)cc2C(F)(F)F)CC1,-6.2*,88,-50*,·,-53*,-25*,27,-74*
N#Cc1cnn(-c2ccc(-c3ccc(Cl)cc3)nn2)c1N,101,48,82,·,84,109,·,84

Part of the list above in a different format:
CCOC(=O)Nc1ccc2c(c1)C(=O)N(CC)c1ccccc1O2
- MDA-MB-468: -3.6*
- BT-549: 26
- SR: 8.4*
- MDA-MB-231: 20
- K-562: 8.8*
- HS 578T: 46
- T-47D: 73
- MCF7: 14

CCCCCC1(/C=N/NC(N)=S)NC(=O)NC1=O (configuration not stated)
- MDA-MB-468: 98
- BT-549: 102
- SR: 96
- MDA-MB-231: 99
- K-562: 101
- HS 578T: 103
- T-47D: 84
- MCF7: 98

O=c1oc2ccc3ccccc3c2cc1-c1cc(-c2ccc(O)cc2)cc(-c2cc3c(ccc4ccccc43)oc2=O)n1
- MDA-MB-468: 88
- BT-549: 104
- SR: 94
- MDA-MB-231: 103
- K-562: 91
- HS 578T: 92
- T-47D: 104
- MCF7: 76

COC(=O)/C=C/c1ccc(OC)cc1
- MDA-MB-468: 97
- BT-549: 96
- SR: 95
- MDA-MB-231: 104
- K-562: 94
- HS 578T: 104
- T-47D: 103
- MCF7: 95
